NCF1 inh: p47phox (human) inhibition. p47phox/p22phox peptide binding, fluorescence polarization, 2 h. 220,000 tested, 0.53% active. P14598. AID 1274. inhibition, % at 24.7 µM;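 active means inhibition above about 30%, limit read from the data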;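 further: 0% = p47phox with labelled peptide and 100% = labelled peptide alone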
Runt-SMMHC FRET: blocks binding of human RUNX1 Runt domain to CBFb-SMMHC. AID 1434. Cerulean-Runt/Venus-CBFb-SMMHC FRET ratio 530/480, 1 h. inhibition, % at 20 µM. 220,000 tested, 0.74% active;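 active means mean inhibition across duplicate retests at 20 µM reaching about 50%, limit read from the data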;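 further: 0% = DMSO wells and 100% = wells with excess untagged CBFb-SMMHC; inhibitors lower the FRET ratio by blocking Runt binding to CBFb-SMMHC; some results filed as inactive read as strong as hits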
Mdm2 ligase inh: blocks human Mdm2 ubiquitin ligase activity | signal enhancement, % at 5 µM | Q00987 | 210,000 tested, 0.11% active | cell-based MDM2 ubiquitination luciferase reporter, 2 h; 0 = plate control, 100 = twice control, blank-subtracted | AID 1230;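 active means signal enhancement of 30% or more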;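 further: luminescence tracks abundance of the self-degrading MDM2-luciferase fusion protein; higher signal means inhibition of MDM2 E3 ligase activity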
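Timing – 2 h compound exposure at 37 °C · Assay system – mammalian cells stably expressing self-ubiquitinating, self-degrading MDM2 E3–luciferase fusion · Amount – 2000 cells seeded into each well · Measure – % luminescence enhancement versus blank-corrected plate control mean · Measured by – SteadyLite luminescence, 15 min reagent step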
Tb hexokinase: blocks Trypanosoma brucei hexokinase 1 activity; 220,000 tested, 0.11% active; inhibition, % at 10 µM; recombinant TbHK1, G6PDH-coupled NADH A340;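 active means inhibition of 50% or more in the single-dose primary screen; inactive means inhibition below 50%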
EBV gp42 block: inhibitors of Epstein-Barr virus glycoprotein 42; Q1HVG2; Fluorescence polarization binding assay, mP read-out; inhibition, % (tested at 21.74 µM); 220,000 tested, 0.42% active; AID 1085; in the data active means inhibition above about 50%
Target sequence (Q1HVG2 whole entry, looked up): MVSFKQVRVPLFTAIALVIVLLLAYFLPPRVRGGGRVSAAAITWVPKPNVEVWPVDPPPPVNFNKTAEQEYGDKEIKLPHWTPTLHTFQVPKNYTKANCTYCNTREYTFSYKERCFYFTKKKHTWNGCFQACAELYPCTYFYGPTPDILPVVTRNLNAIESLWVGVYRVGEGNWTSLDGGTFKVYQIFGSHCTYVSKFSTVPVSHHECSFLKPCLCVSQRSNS
Hck-Nef inh: inhibitors of human Hck kinase activated by Nef | P08631 | Recombinant Hck-YEEI plus Nef, Z-Lyte FRET kinase assay | inhibition, % at 20 µM | 220,000 tested, 0.68% active;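 active means Hck-Nef kinase inhibition above about 50%, limit read from the data; inactive means inhibition below that limit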;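 further: 0% = DMSO with Hck plus Nef and 100% = Hck alone without Nef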
Target sequence (P08631 whole entry, looked up): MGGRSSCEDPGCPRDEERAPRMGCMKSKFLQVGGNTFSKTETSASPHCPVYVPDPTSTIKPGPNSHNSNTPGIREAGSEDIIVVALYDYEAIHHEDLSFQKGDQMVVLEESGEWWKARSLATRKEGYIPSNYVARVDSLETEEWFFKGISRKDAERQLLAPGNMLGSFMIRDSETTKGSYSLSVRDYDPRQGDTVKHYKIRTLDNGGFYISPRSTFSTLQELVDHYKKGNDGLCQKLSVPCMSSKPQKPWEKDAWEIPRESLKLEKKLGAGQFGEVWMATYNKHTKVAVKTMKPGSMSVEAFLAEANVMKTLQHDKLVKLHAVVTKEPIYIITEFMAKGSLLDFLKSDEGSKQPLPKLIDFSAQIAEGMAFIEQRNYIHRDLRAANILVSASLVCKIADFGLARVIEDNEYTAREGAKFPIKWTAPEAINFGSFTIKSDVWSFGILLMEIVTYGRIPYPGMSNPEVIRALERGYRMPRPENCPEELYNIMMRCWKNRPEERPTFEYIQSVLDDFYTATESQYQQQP
14-3-3 Bad PPI: disrupts binding of bovine 14-3-3 zeta to phospho-Bad peptide; 220,000 tested, 0.71% active; P63103; inhibition, % at 21.7 µM; TR-FRET 14-3-3zeta/Dy647-pBad peptide displacement, 1 h;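 active means inhibition above about 70%, limit read from the data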;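 further: 0% = full 14-3-3 plus peptide FRET controls and 100% = background without 14-3-3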
L929 necroptosis: blocks zVAD induced death of L929 cells; L929 zVAD necroptosis rescue, ATP luminescence, 24 h; with zVAD 60 µM; viability rescue, % at 10 µM; 220,000 tested, 0.38% active; AID 1377;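 active means activation, scaled between plate controls, above about 75%, limit read from the data; inactive means activation under that limit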;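 further: 0% = zVAD with DMSO and 100% = DMSO alone without zVAD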
Runt-CBFb FRET: inhibitors of human RUNX1 Runt domain binding to CBFb; inhibition, % at 20 µM; 220,000 tested, 0.46% active; Cerulean-Runt/Venus-CBFb FRET ratio 530/480, 1 h; Q01196+Q13951;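 active means inhibition over about 50% at 20 µM in the single-dose screen, limit read from the data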;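 further: 0% = DMSO wells and 100% = excess unlabeled CBFb competitor control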
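Measured by: fluorescence energy transfer, 422 nm excitation, 530/480 nm emission; Assay system: Cerulean-Runt domain; Medium: Tris pH 7.5 buffer with BSA; Measure: loss of energy transfer signal; Controls: 5 µM unlabeled CBFb as full-inhibition high control; Incubation: protein complex preformed 1 h, compound exposure 1 h, room temperature, dark.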
Numbers without * were called inactive; x = no result given; [ ] = dose if it differs, or a comment. Hits appear at their usual frequency, and some 3.2% of all compounds hit somewhere here.

No.	SMILES	NCF1 inh	Runt-SMMHC FRET	Mdm2 ligase inh	Tb hexokinase	EBV gp42 block	Hck-Nef inh	14-3-3 Bad PPI	L929 necroptosis	Runt-CBFb FRET
1	N#CCSc1ncnc2sc3c(c12)CCC3	-42.3	-5.3	-12.6	6.0	-13.3	1.8	-6.6	0.4	-3.2
2	Cc1ccccc1Nc1cccc2nonc12	-7.8	-63.4	-2.4	-2.4	-30.9	-0.1	5.8	0.2	18.3
3	Nc1nnnn1CC(=O)N/N=C/c1cc([N+](=O)[O-])ccc1O	-4.6	-8.1	2.8	-17.4	-2.5	20.4	-11.9	0.5	-2.0
4	CCOC(=O)c1[nH]c2ccccc2c1NC(=O)CC(C)(C)C	-7.4	-2.1	-14.0	-8.8	-19.7	2.0	-2.9	0.3	0.7
5	COc1ccc(N2CCN(C(=O)c3ccc(NS(=O)(=O)c4ccc(F)cc4)cc3)CC2)cc1	-2.6	-0.4	5.1	0.8	-13.5	-0.9	3.3	-0.8	-0.2
6	O=C(Nc1ccccc1)c1cc(N2CCOCC2)nc2ccccc12	16.9	-1.0	-3.7	-13.9	-7.6	2.4	x	1.9	1.2
7	Cc1cc(Cl)ccc1OC(C)C(=O)NCCCn1ccnc1 (stereo not given)	-5.4	1.0	13.6	-0.6	-10.1	18.8	-11.9	1.9	-2.4
8	COc1ccc(C(=O)OCC(=O)NCc2ccco2)cc1OC	-7.6	0.7	-19.2	1.3	5.8	1.0	-18.0	-0.3	29.0
9	OCCCNC(c1ccccc1)c1ccc(O)cc1 (stereo not given)	-14.3	2.4	-11.0	0.7	-10.2	-1.0	4.6	0.6	-0.9
10	CN=C1SC(C(=O)Nc2ccccc2Cl)CC(=O)N1c1ccc(OC(F)(F)Cl)cc1 (stereo not given)	1.1	-2.3	-23.6	-9.2	1.1	3.6	-3.5	0.9	-0.7
11	CC(=O)N/N=C/c1ccc(OCCOc2ccc(Br)cc2)cc1	2.2	-0.9	-10.9	13.3	-5.1	0.7	32.5[fluorescence artefact?]	-0.4	0.9
12	Cc1nc2ccccc2nc1SCC(=O)c1ccccc1	-14.9	-4.7	-8.6	-5.0	11.9	-1.4	-1.9[fluorescence artefact?]	0.2	1.1
13	Cc1cccn2cc(CNS(=O)(=O)c3cccc(F)c3)nc12	-25.5	0.5	2.2	-2.0	-4.0	4.6	9.7	1.2	0.4
14	CC(C)c1ccc(NC(=O)c2csnn2)cc1	-12.7	3.3	-56.7	1.5	-13.5	1.7	-5.4	-0.1	0.0
15	CCCCN1C(=O)CN(CCc2ccccc2)C(=O)C1c1ccc(OC)cc1 (stereo not given)	-20.5	1.4	-4.9	0.1	-13.8	1.4	0.9	-0.3	-1.7
16	COc1ccc(OC)c(NC(=O)NNC(=O)CCCOc2ccc(Cl)cc2C)c1	-4.5	1.6	-3.5	0.4	8.9	20.8	-13.9	11.8	-1.8
17	CC(=O)OCC(=O)[C@@]12OC(C)(C)O[C@@H]1C[C@H]1[C@@H]3C[C@H](F)C4=CC(=O)C=C[C@]4(C)[C@@]3(F)[C@@H](O)C[C@@]12C	11.5	-4.1	x	4.5	4.3	-6.8	-4.3	59.4	-3.3
18	O=C(COc1ccccc1)N(Cc1ccco1)C1CCS(=O)(=O)C1 (stereo not given)	-9.7	-4.6	-13.2	-2.0	-13.2	0.4	4.7[fluorescence artefact?]	0.1	0.2
19	OC(COc1ccc2c(c1)CCC2)CN1CCN(c2cccc(Cl)c2)CC1 (stereo not given)	-67.3	-3.7	2.7	-3.3	1.0	-1.7	52.4	-0.1	-0.5
20	COc1ccc(/C=C/c2nc3ccccc3n2Cc2ccccc2OC)cc1	-19.2	-0.2	-17.4	-18.2	6.5	3.8	-5.9	0.5	-1.7
21	COC(=O)c1cc(NC(=O)c2cc(-c3ccccc3Cl)oc2C(F)(F)F)ccc1N1CCOCC1	-27.7	-0.9	-7.2	-28.4	-16.5	6.7	3.7	5.7	-1.8
22	CCCSc1cc(N2CCCC2)nc(-c2ccccc2)n1	-1.9	-5.1	10.5	2.3	-19.9	-0.8	7.1	0.4	-4.8
23	CCOC(=O)C(CC)Sc1ncnc2c1nnn2-c1ccc(F)cc1 (stereo not given)	0.7	2.8	-10.5	0.5	1.9	1.5	4.7[fluorescence artefact?]	1.3	-2.6
24	Cc1csc(NC(=O)CSc2ccc(-c3ccccc3)nn2)n1	-4.0	-0.7	-7.1	1.0	-4.0	20.9	-3.1	-0.4	0.9
25	Cc1ccc(NS(=O)(=O)c2ccc(N3CCN(c4ccc(O)cc4)CC3)c([N+](=O)[O-])c2)c(C)c1	5.7	1.6	14.3	1.3	7.3	15.0	27.6[fluorescence artefact?]	0.2	-2.9
26	COc1cc(C(c2sc3nc(C)nn3c2O)N2CC(C)OC(C)C2)cc(OC)c1OC (stereo not given)	-3.1	2.8	-6.6	1.3	-9.5	-2.1	2.4	2.9	-0.7
27	COc1ccc(C2CC(c3ccccc3OC(=O)/C=C/c3ccccc3)=NN2C(C)=O)cc1 (stereo not given)	-55.3	1.0	-18.8	-9.1	-3.1	22.7	0.0	-1.1	-0.2
28	O=C(O)c1ccc(-n2nnnc2SCc2ccccc2F)cc1	-1.6	-2.8	-21.7	-0.7	-0.8	1.3	-9.0	1.1	0.4
29	Cc1ccc(C)c(NC(=O)C(Sc2nc3ccccc3c(=O)n2CC(C)C)c2ccccc2)c1 (stereo not given)	-0.6	7.1	-17.4	6.4	-4.5	5.7	-3.5[fluorescence artefact?]	1.4	-0.2
30	O=C(c1ccccc1)N(Cc1nc2ccccc2c(=O)[nH]1)C1CCCCC1	6.9	1.4	-7.2	2.1	-19.6	-4.3	-11.2	-0.4	0.4
31	Cc1cc(N2CCCCC2)nc(N2CCCCC2)n1	0.1	-3.6	-12.8	3.2	-7.1	6.2	0.8	0.7	0.7
32	C(#Cc1ccccc1)C[N+]1(CC#Cc2ccccc2)CCCCC1	-6.8	0.7	-18.9	-3.3	-8.8	20.0	-7.7	-0.6	3.0
33	COC(=O)c1ccc(/C=N/NC(=O)C(=O)NCC2CCCO2)cc1 (stereo not given)	-2.9	-0.9	-11.7	-17.1	-12.0	-17.8	1.9	1.7	0.3
34	COc1cccc(-n2nnnc2SCC(=O)NC2CCCC2)c1	-8.1	-1.0	-14.2	9.1	-12.1	-24.1	6.8	-0.5	0.5
35	COc1cc(NC(=O)c2cc(C)on2)cc(OC)c1OC	-2.5	-2.3	-4.4	0.0	-27.6	-0.5	6.8	-0.3	2.2
36	CCCOc1nc(C)cc(COC)c1C(N)=O	-9.8	-0.4	-15.4	5.4	3.0	-6.6	-11.4	1.5	-0.6
37	O=c1[nH]c(CN2CCc3ccccc32)nc2scc(-c3cccs3)c12	-37.0	-21.2	-15.5	-3.8	-21.6	4.0	0.7	1.8	-1.8
38	CCN(CC)CCCNC(=O)Cc1c(C(=O)O)n(C)c2ccccc12	-2.7	7.1	-4.7	3.6	5.9	0.1	-5.7	-0.4	-0.1
39	CCC(C)C(NC(=O)C1CCC(C)CC1)C(=O)NCCCN1CCCCC1CC (stereo not given)	-9.2	-0.5	-12.9	2.0	-11.1	4.9	-0.5	-0.1	-1.7
40	COc1ccc(-c2cc(C(N)=O)nc(N3CCCCCC3)n2)cc1	-4.7	5.9	-6.9	-3.0	-17.9	2.9	16.3	54.8	3.6
41	O=C(NCCc1ccccc1)c1cccs1	-8.7	2.0	-20.7	-4.8	-4.5	-1.6	-8.9	-0.6	-0.6
42	CCc1ccc(/C=C2\Oc3ccc(C(=O)OC)cc3C2=O)cc1	-8.4	-0.4	4.4	-4.6	-1.6	4.9	-4.9	0.5	-0.8
43	Cc1cccc(NC(=O)NC(=S)NC(=O)c2ccccc2)c1	-3.4	2.6	-12.3	1.9	-4.5	2.0	-11.6	0.1	0.7
44	CC1Cc2nc(SCC(=O)N3CCN(c4ccccc4)CC3)n(C)c(=O)c2S1 (stereo not given)	-2.0	4.3	-14.1	-18.1	6.3	1.8	12.4	-0.7	0.6
45	CCCn1nnc(NC(=O)C(C)C)n1	-7.1	-3.9	-5.4	-11.4	-6.9	-5.4	-1.2	0.8	-3.2
46	CSc1ccccc1C(=O)N(C)Cc1ccccc1	-18.9	-1.9	-4.2	-1.0	-13.7	-7.6	2.4	1.6	-0.1
47	CCN(CC)C(=S)NC(=O)c1ccc(F)cc1	-6.6	-0.8	-2.1	0.8	6.3	-1.6	-4.7	-0.4	3.0
48	CCOc1ccc(N(CC(=O)NC2CCCC2)S(=O)(=O)c2c(C)[nH]c(=O)[nH]c2=O)cc1	-4.8	-1.5	-5.3	-2.3	-0.6	17.7	11.5	0.5	-1.2

High-throughput results from PubChem.
